Bioassay records (PubChem BioAssay)
ER stress death – ER stress cell death inhibition. CSM14.1 thapsigargin ER stress survival, ATP luminescence. relative survival (cellular ATP), % at 15 µg/mL (by protocol). actives 0.33% (n = 48,000);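 active = survival measured by cellular ATP above 50% at 15 µg/ml in the first screen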;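 note: cell death triggered by about 15 µM thapsigargin; ATP read 24 h after thapsigargin was added; plate controls were thapsigargin with DMSO for no effect and DMSO without thapsigargin for full effect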
* marks the source's active call; other numbers are inactive results. This is a subset. The share of hits here may be higher or lower than overall.

The opening three records (preview)
SMILES	ER stress death
COCCOC(=O)C1=C(C)NC(=O)CC1c1cccc(Cl)c1 (stereo not drawn)	-1
CC(C)c1ccc(CNc2cc(N3CCN(S(C)(=O)=O)CC3)ccc2[N+](=O)[O-])cc1	-2
Cn1cnnc1SCC(=O)N1CCCc2ccccc21	-5

Main list, from the start:
SMILES	ER stress death
COCCOC(=O)C1=C(C)NC(=O)CC1c1cccc(Cl)c1 (stereo not drawn)	-1
CC(C)c1ccc(CNc2cc(N3CCN(S(C)(=O)=O)CC3)ccc2[N+](=O)[O-])cc1	-2
Cn1cnnc1SCC(=O)N1CCCc2ccccc21	-5
COc1cc([N+](=O)[O-])ccc1NC(=O)c1cc(Cl)ccc1Cl	2
Cc1ccc(C(=O)O)cc1NC(=O)CN1C(=O)c2ccccc2C1=O	7
Cc1onc(-c2c(F)cccc2Cl)c1C(=O)NCc1ccc(Cl)cc1	-3
C#CCSc1nc2sc3c(c2c(=O)n1CC=C)CCCC3	4
CCOc1ccccc1NS(=O)(=O)c1cc(Cl)ccc1Cl	15
COc1ccc(/C=C2/SC(=O)N(CC(=O)Nc3cc(C)on3)C2=O)cc1OC	-2
CCCC(=O)NNC(=O)c1ccccc1C	65*
CSc1ccc(/C=N/Nc2nc(Nc3ccccc3)nc(N3CCOCC3)n2)cc1	5
Cc1ccc(OCC(=O)NC(C)C)cc1	2
O=C(Nc1c(-c2ccccc2)nc2sccn12)c1ccc(Cl)cc1	8
O=S(=O)(c1ccc(Br)cc1)N1CCN(c2ccccc2)CC1	-6
Cc1cccc(N(CC(=O)NCCSc2ccccn2)S(=O)(=O)c2ccccc2)c1	3
COc1ccc(NC(=O)C2=C(C)NC(=O)NC2c2ccc(C)cc2)cc1 (stereo not drawn)	8
COc1cc(/C=C2\SC(=S)N(C)C2=O)cc(Br)c1O	-3
Cc1c(Cc2ccccc2)sc(NC(=O)c2ccc(-c3ccccc3)cc2)c1C(N)=O	1
COc1ccc(N(CC(=O)N/N=C(\C)c2ccccc2)S(=O)(=O)c2ccccc2)cc1	10
COc1ccc(C2CC(=O)C3=C(C2)Nc2ccccc2NC3c2ccccc2OC(C)C)cc1 (stereo not drawn)	-8
CC(=O)c1cccc(-c2ccc(/C=C3\C(=O)NC(=O)C(C#N)=C3C)o2)c1	-5
COc1ccc(NC2=CC(=O)CC(C)(C)C2)c(OC)c1	8
CN(C)c1ccc(/C=C2\N=C(c3ccccc3Cl)OC2=O)cc1	-10
CCOC(=O)Cc1csc(NC(=O)/C=C\c2ccccc2Cl)n1	-7
C(=C\CSc1nc2ccccc2[nH]1)/CSc1nc2ccccc2[nH]1	10
COc1cc([N+](=O)[O-])cc(C=C2C(=O)N(C)C(=O)N(C)C2=O)c1O	6
COc1cc(/C=N/NC(=O)CSCc2ccc([N+](=O)[O-])cc2)cc(OC)c1OC	6
O=[N+]([O-])c1ccccc1S(=O)(=O)Nc1ccc(S(=O)(=O)Nc2nccs2)cc1	5
C/C(=N\NC(=O)c1cc(C)[nH]n1)c1ccc2ccccc2c1O	8
Cc1c(C(=O)NCCC2=CCCCC2)cccc1[N+](=O)[O-]	5

Reprinted from the part before: six entries; new compounds follow.
SMILES	ER stress death
C(=C\CSc1nc2ccccc2[nH]1)/CSc1nc2ccccc2[nH]1	10
COc1cc([N+](=O)[O-])cc(C=C2C(=O)N(C)C(=O)N(C)C2=O)c1O	6
COc1cc(/C=N/NC(=O)CSCc2ccc([N+](=O)[O-])cc2)cc(OC)c1OC	6
O=[N+]([O-])c1ccccc1S(=O)(=O)Nc1ccc(S(=O)(=O)Nc2nccs2)cc1	5
C/C(=N\NC(=O)c1cc(C)[nH]n1)c1ccc2ccccc2c1O	8
Cc1c(C(=O)NCCC2=CCCCC2)cccc1[N+](=O)[O-]	5
O=C(NN1C(=O)/C(=C/c2ccc([N+](=O)[O-])cc2)SC1=S)c1ccccc1Cl	10
O=C(O/N=C/c1ccc([N+](=O)[O-])o1)c1ccccc1Br	10
O=C(COc1ccccc1[N+](=O)[O-])Nc1ccc2oc(-c3ccc(Cl)cc3)nc2c1	11
COc1ccccc1/C=C1\C(=O)Nc2ccccc21	12
COc1ccc(-c2cc3ccccc3oc2=O)cc1OC	2
O=C(Nc1cccc(Cl)c1)Nc1ccccc1C(=O)N1CCN(c2ccc(F)cc2)CC1	0
COc1ccc(NC(=O)CN(Cc2ccccc2)S(=O)(=O)c2ccccc2)cc1Cl	2
CC(C(=O)O)N1C(=O)/C(=C/c2cccs2)SC1=S (stereo not drawn)	12
Cc1c(C(=O)Nc2ccc(Cl)cn2)cccc1[N+](=O)[O-]	12
CC(=O)c1ccccc1NC(=O)c1ccccc1Br	-3

Part of the list above, reformatted:
molecule: COc1ccc(NC(=O)CN(Cc2ccccc2)S(=O)(=O)c2ccccc2)cc1Cl
  ER stress death: 2
molecule: CC(C(=O)O)N1C(=O)/C(=C/c2cccs2)SC1=S (stereo not drawn)
  ER stress death: 12
molecule: Cc1c(C(=O)Nc2ccc(Cl)cn2)cccc1[N+](=O)[O-]
  ER stress death: 12
molecule: CC(=O)c1ccccc1NC(=O)c1ccccc1Br
  ER stress death: -3

(cont.)
SMILES	ER stress death
COc1ccc2ccccc2c1C1NN=C(c2ccc(C)cc2)S1 (stereo not drawn)	0
O=C(O)CCC(=O)Nc1ccc(NC(=O)CCC(=O)O)cc1	3
Cc1cccc(OCCOc2ccc(/C=C3/SC(=S)N(C)C3=O)cc2)c1	6
O=C(N/N=C/C=C/c1ccccc1)c1cc(-c2ccccc2)n[nH]1	10
COc1c(Cl)cc(C(=O)Nc2cc(Cl)cc(Cl)c2)cc1Cl	2
Cc1nc2ccccc2n1CCOc1ccc(Cl)cc1	-3
CCN(CC)CCCCCCOc1ccc(F)cc1	-4
O=c1[nH]c2ccc(Br)cc2c(-c2ccc(Cl)cc2)c1N1CCOCC1	3
CC(=O)C1=C(C)NC2=C(C(=O)CC(C)(C)C2)C1c1cccc([N+](=O)[O-])c1 (stereo not drawn)	14
Cc1cc(C(=O)Nc2ccc(N(C)C)cc2)ccc1[N+](=O)[O-]	-1
CCn1cc(/C=C(/C#N)C(=O)Nc2ccc(OC)cc2)c2ccccc21	3
CCC1(C)Cc2c(sc3[nH]c(=S)n(Cc4ccccc4)c(=O)c23)CO1 (stereo not drawn)	16
COc1ccc(N(CC(=O)NCCSc2nc3ccccc3s2)S(=O)(=O)c2ccccc2)c(OC)c1	10
CCCCCCCNC1CC(=O)N(c2ccc(OCCC)cc2)C1=O (stereo not drawn)	0
Cc1ccsc1/C=C1\SC(=S)N(c2c(C)n(C)n(-c3ccccc3)c2=O)C1=O	14
CCn1c2ccccc2c2cc(NC(=O)c3ccc(OC)cc3OC)ccc21	0
COc1ccc(-c2cc(C(F)(F)F)n3nc(C(=O)N4CCN(C)CC4)c(Cl)c3n2)cc1	0
COC(=O)c1c(NC(=O)COc2ccc(C)cc2Br)sc2c1C(C(=O)OC)CC2 (stereo not drawn)	15
CC1=NN(C(=O)c2ccc(Cl)cc2)C(O)(c2ccccc2)C1 (stereo not drawn)	-6
Clc1cccc(CN2CCN(Cc3cccnc3)CC2)c1	4
CCOC(=O)C1=C(C)NC(C)=C(C(=O)OC)C1c1ccc([N+](=O)[O-])cc1 (stereo not drawn)	-1
COC(=O)C1=C(C)NC2=C(C(=O)CC(c3ccccc3Cl)C2)C1c1ccc(Cl)cc1 (stereo not drawn)	6
CCCCNCCCCOc1cccc(OC)c1	-12
Cc1ccc(CC2S/C(=N\N=C\c3ccco3)NC2=O)cc1 (stereo not drawn)	12
O=C(CSc1nnc(-c2ccc(Cl)cc2Cl)o1)NC1CCCCC1	-5
CN(C)c1ccc(P(=O)(c2ccc(N(C)C)cc2)c2ccc(N(C)C)cc2)cc1	2
O=C(Nc1ccc(Cl)c(Cl)c1)Nc1nnc(-c2ccc([N+](=O)[O-])cc2)s1	5
COc1cc(OC)cc(C(=O)N2CCN(C3CCCC3)CC2)c1	10
Cc1ccc([N+](=O)[O-])cc1NC(=O)COc1ccc(C(C)(C)C)cc1	1
Cc1cccc(CN2CCN(C(=O)c3ccncc3)CC2)c1	-4
COc1ccc(NC(=O)C(C)Oc2ccc(Cl)cc2Cl)c(OC)c1 (stereo not drawn)	4
COc1ccc(Br)cc1C(=O)Nc1ccc2oc(-c3ccccc3F)nc2c1	-1
O=C1N=c2ccccc2=C1c1[nH]c(=S)[nH]c1O	2
COC(=O)c1ccccc1NC(=O)Cn1cnc([N+](=O)[O-])n1	15
O=C1CC(N(Cc2ccc3c(c2)OCO3)C(=S)Nc2ccccc2)C(=O)N1c1ccc(F)cc1 (stereo not drawn)	3
COCCNC(=O)c1ccc([N+](=O)[O-])cc1	12
N#C/C(=C\c1c[nH]c2ccccc12)c1nn(CCO)c(N)c1C#N	3
COc1ccc(CN(C(=S)Nc2ccccc2)C2CC(=O)N(c3ccc(F)cc3)C2=O)cc1 (stereo not drawn)	8
O=C(Nc1ccccc1)Nc1nnc(COc2ccc(Br)cc2)s1	11
O=C1N=C(N2CCCCC2)CN1c1ccccc1	-8
COc1ccc(-c2cc(=O)c3ccccc3o2)cc1	7
COc1cccc2cc(-c3nc4ccccc4o3)c(=O)oc12	-5
O=c1[nH]n(Cc2ccccc2)c2ccccc12	6
NC(=O)C1CCN(C2CC(=O)N(c3ccc(Cl)cc3)C2=O)CC1 (stereo not drawn)	6
COc1ccc(CC2S/C(=N\N=C\c3ccc(C(C)C)cc3)NC2=O)cc1 (stereo not drawn)	7
Cc1ccc(OCC(=O)N/N=C/c2c(C)[nH]n(-c3ccccc3)c2=O)cc1	2
C=CCNC(=O)CN(c1cc(OC)ccc1OC)S(C)(=O)=O	1
COc1ccc(C2CC(=O)C3=C(C2)Nc2ccccc2NC3c2c[nH]c3ccccc23)cc1 (stereo not drawn)	12
Cc1cc(NC(=O)CCCC(=O)O)no1	12
COc1cccc(CN2CCN(C3CCCC(C)C3)CC2)c1OC (stereo not drawn)	-7
Further compounds
SMILES	ER stress death
C=CCOc1ccc(/C=C2\C(=O)NC(C)=C2C(=O)OC)cc1	-2
CCCOc1ccc(/C=C/C(=O)c2ccc(F)cc2)cc1OCC	0
COc1cccc(OC)c1C(=O)NC1CCCCC1	8
Cc1cccc(NC(=O)C(=O)NCCc2ccc(F)cc2)c1C	-3
Nc1ccc2c(c1)C(=O)c1ccccc1C2=O	5
COc1ccc(/C=C2\SC(=NCc3ccccc3)N(Cc3ccccc3)C2=O)cc1OC	7
COc1cc(Br)cc(/C=C2\C(=O)NC(=O)N(c3cc(C)cc(C)c3)C2=O)c1OC	-2
NNC(=O)CSc1ccc2ccccc2n1	8
Cc1ccc(C2=NNC(c3ccc(Cl)cc3Cl)S2)cc1 (stereo not drawn)	-7
C(#Cc1ccccc1)CN1CCN(CC#Cc2ccccc2)CC1	5
O=[N+]([O-])c1ccc(Cl)c(S(=O)(=O)Nc2cc(Cl)ccc2Cl)c1	2
CC(C)c1ccc(C2/C(=C(/O)c3ccccc3)C(=O)C(=O)N2CC2CCCO2)cc1 (stereo not drawn)	9
O=c1c2ccccc2c2c1nc1c(=O)c3ccccc3c(=O)n12	11
Cc1nc(NC(=O)c2ccccc2)sc1-c1csc(Nc2ccc(N)cc2)n1	-8
Cn1c(N)c(/C=N/Nc2ccccc2)c(=O)n(C)c1=O	5
COc1ccc(S(=O)(=O)NC2CCCCC2)cc1Br	1
COC(=O)c1c(C)oc2ccc(OCc3ccc(Cl)cc3)cc12	1
Cc1ccc(N2CCN(/N=C\c3ccccc3OCC(=O)O)CC2)cc1	12
CC1(C)CC(=O)C(=C2C=C(c3ccccc3)OC(c3ccccc3)=C2)C(=O)C1	8
CC1=NN(c2ccccc2)C(=O)/C1=C\c1ccc(-c2ccc(C)cc2[N+](=O)[O-])o1	0
COc1cc([N+](=O)[O-])c(Cl)cc1-c1ccc(C2C3=C(CC(C)(C)CC3=O)OC3=C2C(=O)CC(C)(C)C3)o1	7
CCOC(=O)c1ccc(NC(=O)C(=O)NCc2ccc(OC)cc2)cc1	4
CCOC(=O)c1c(-c2ccc(OC)cc2)csc1NC(=O)C1CC=CCC1C(=O)O (stereo not drawn)	6
CC1CCc2c(sc(NC(=O)CC(c3ccccc3)c3ccccc3)c2C(N)=O)C1 (stereo not drawn)	0
C/C(=N\Nc1nc(C(C)(C)C)cs1)c1ccc(O)cc1	-1
CCN(CC)C(=S)Sc1nc(Nc2cccc(C)c2)nc(Nc2cccc(C)c2)n1	2
Cc1ccccc1NCc1nc2ccccc2n1Cc1ccccc1	35
Cc1cc2c(cc1C)NC(CC(=O)Nc1ccc(Br)cc1)C(=O)N2 (stereo not drawn)	9
CCCOc1cccc(-c2nc3cc(OC)c(OC)cc3c(=O)o2)c1	-5
O=C(Nc1ccccc1-c1nc2ccccc2[nH]1)c1ccc([N+](=O)[O-])cc1	8
COc1ccccc1C(=O)Nc1ccc(C(=O)OC2CCCCC2)cc1	9
CC(C)C(=O)Nc1ccc(Cl)cc1C(=O)O	2
O=C(Nc1ccc(I)cc1Cl)c1ccc(Cl)cc1Cl	-1
COc1cc(NC(=O)COc2ccc(Cl)cc2)ccc1NC(=O)c1ccco1	2
CCOc1ccc(NC(=S)NC(NC(=O)OCc2ccccc2)C(Cl)(Cl)Cl)cc1 (stereo not drawn)	5
CCOc1cccc(=Nc2ccc(NC(C)=O)cc2)c2c(C)oc(C)c12	2
Cc1ccc(C(=O)NCc2ccncc2)cc1[N+](=O)[O-]	19
COc1cc(C2SC(NC(C)=O)=NN2C(C)=O)cc(OC)c1OC (stereo not drawn)	5
CCC(C(=O)OC)S(=O)(=O)c1ccc(Cl)cc1 (stereo not drawn)	6
CCCCCC(NC(C)=O)C(=O)NC(=O)NCc1ccccc1 (stereo not drawn)	8
COc1cc(NC(=O)c2cccs2)c(Cl)cc1NC(=O)c1ccccc1	-5
COc1cccc(NC(=O)CN(c2ccc(Oc3ccccc3)cc2)S(C)(=O)=O)c1	0
CCOC(=O)c1c(N)sc(C(=O)N2CCc3ccccc3C2)c1C	-3
COc1ccc(C(=O)/C=C/c2cccc(OC)c2)cc1	-4
